# Source: PubChem BioAssay (several laboratories)
# HePTP inh: inhibitors of human HePTP phosphatase; P35236; recombinant HePTP phosphatase activity, OD absorbance; inhibition, % at 20 µM; 110,000 compounds, 0.64% hits; AID 521; in the data active means inhibition above about 50%;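 further: plate controls were vehicle for no effect and reference inhibitor for full effect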
# Target sequence (P35236 whole entry, looked up): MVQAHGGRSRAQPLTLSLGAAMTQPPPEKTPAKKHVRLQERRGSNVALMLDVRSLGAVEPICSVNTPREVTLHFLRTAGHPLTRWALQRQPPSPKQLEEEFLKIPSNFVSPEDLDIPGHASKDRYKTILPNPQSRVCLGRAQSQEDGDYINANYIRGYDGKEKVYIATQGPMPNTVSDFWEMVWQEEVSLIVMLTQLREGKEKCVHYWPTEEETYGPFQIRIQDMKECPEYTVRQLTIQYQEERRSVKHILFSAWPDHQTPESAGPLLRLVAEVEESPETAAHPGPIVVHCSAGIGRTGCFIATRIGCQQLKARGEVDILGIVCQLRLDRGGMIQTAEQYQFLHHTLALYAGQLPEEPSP
# BAP1 block: inhibitors of human BAP1 deubiquitinase | activity remaining (% of control), % at 20 µM | recombinant BAP1, Ub-AMC hydrolysis fluorescence kinetic; hits give low values | AID 436 | 72,000 compounds, 0.48% hits | Q92560;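 active means activity remaining at or below 50% of control, provided the compound also passes the data quality filters; inactive means the rest, including low values that fail the filters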;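 further: 100% = DMSO wells rate and 0% = substrate alone blank rate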
# Target sequence (Q92560 whole entry, looked up): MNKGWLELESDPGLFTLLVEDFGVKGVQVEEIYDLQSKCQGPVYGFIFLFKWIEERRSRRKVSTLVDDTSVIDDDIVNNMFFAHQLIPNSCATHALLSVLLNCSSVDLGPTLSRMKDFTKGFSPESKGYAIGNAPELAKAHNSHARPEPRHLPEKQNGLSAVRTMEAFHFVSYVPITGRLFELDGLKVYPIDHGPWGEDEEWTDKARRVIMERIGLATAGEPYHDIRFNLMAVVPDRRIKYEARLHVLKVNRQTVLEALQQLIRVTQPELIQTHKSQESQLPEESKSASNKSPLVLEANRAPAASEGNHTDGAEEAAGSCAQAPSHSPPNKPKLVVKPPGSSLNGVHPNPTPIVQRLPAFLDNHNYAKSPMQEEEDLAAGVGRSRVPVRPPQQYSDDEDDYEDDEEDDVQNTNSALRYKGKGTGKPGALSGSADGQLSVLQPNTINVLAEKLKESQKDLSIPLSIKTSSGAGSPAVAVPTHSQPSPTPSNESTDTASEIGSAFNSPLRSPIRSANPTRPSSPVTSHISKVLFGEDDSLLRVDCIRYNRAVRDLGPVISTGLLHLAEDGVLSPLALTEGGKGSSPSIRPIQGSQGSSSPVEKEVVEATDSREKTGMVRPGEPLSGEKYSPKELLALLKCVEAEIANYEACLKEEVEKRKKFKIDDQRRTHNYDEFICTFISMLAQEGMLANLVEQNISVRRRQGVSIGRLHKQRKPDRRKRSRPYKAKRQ
# Starred values were filed as active, the others as inactive; / = no result given; & = joins results of further samples.
compound | BAP1 block | HePTP inh
CCC(C(=O)OC)S(=O)(=O)c1ccc(Cl)cc1 (configuration not stated) | / | -14
CCSCC1COC(c2cccn2Cc2ccc(C)cc2)=N1 (configuration not stated) | 104 | 8
COC(=O)c1[nH]c2cc(OC)ccc2c1NC(=O)CN1CCN(c2cccc(C)c2)C(C)C1 (configuration not stated) | 93 | 0
COc1cc(NC(=O)COc2ccc(Cl)cc2)ccc1NC(=O)c1ccco1 | / | 5
CCOc1ccc(NC(=S)NC(NC(=O)OCc2ccccc2)C(Cl)(Cl)Cl)cc1 (configuration not stated) | / | 4
O=C1CCC(C(=O)Nc2cccc3ccccc23)N1 (configuration not stated) | 56 | -2
CCOc1cccc(=Nc2ccc(NC(C)=O)cc2)c2c(C)oc(C)c12 | / | -19
Cc1ccc(C(=O)NCc2ccncc2)cc1[N+](=O)[O-] | / | 6
COc1cc(C2SC(NC(C)=O)=NN2C(C)=O)cc(OC)c1OC (configuration not stated) | / | -23
Cc1ccc(S(=O)(=O)NCCN=Cc2ccc3c(c2)OCO3)cc1 | 99 | /
CCC(C)OC(=O)C1=C(C)NC(=O)CC1c1ccccc1OC (configuration not stated) | 104 | -4
CC(C)C(NC(=O)c1ccco1)C(=O)NCC(c1ccco1)N1CCCCC1 (configuration not stated) | 119 | 5
O=C(Nc1ccc(I)cc1Cl)c1ccc(Cl)cc1Cl | / | -11
O=C(CCN1C(=O)C2C3C=CC(C3)C2C1=O)NCCN1CCCc2ccccc21 (configuration not stated) | 134 | 4
Nc1ncnc(Nc2ccccc2C(F)(F)F)n1 | 129 | -7
CC12CC(c3ccccc3O1)C(C(=O)NCc1ccccc1)C(=O)N2 (configuration not stated) | 97 | 0
Cc1ccc2c(CN3C(=O)NC(C)(c4ccc5c(c4)OCO5)C3=O)cc(=O)oc2c1 (configuration not stated) | 68 | 8
CCCCOc1ccc(C(=O)Nc2sc(C)c(CC)c2C(N)=O)cc1 | / | 7
O=C(Nc1cc(Cl)ccc1O)c1ccc([N+](=O)[O-])cc1 | / | 5
COc1ccc(-c2noc(CCC(=O)NCC3CCN(Cc4cccc(C)c4)CC3)n2)cc1 | 113 | 2
C(=N\N1CCN(c2ccccc2)CC1)/c1ccc(OCc2ccccc2)cc1 | / | 4
O=C1NC(=S)NC(=O)C1=Cc1ccc(OCCOc2ccccc2)cc1 | / | -6
COc1ccc(NC(=O)CN(c2ccc(C(C)C)cc2)S(=O)(=O)c2ccccc2)cc1 | / | -8
O=C(Nc1ccccc1-c1nc2ccccc2s1)c1cccc([N+](=O)[O-])c1 | / | 6
O=C(Cn1nnc(-c2ccccc2-n2cnnn2)n1)NCc1ccccc1 | 100 | 6
Cc1cc(Cl)ccc1OCCCC(=O)N1CCN(C(=O)c2ccco2)CC1 | 100 | 2
COCCNC(=O)c1snc2ccc(Cl)cc12 | 79 | 1
Cc1cc2oc(=O)cc(CN3CCC(C)CC3)c2cc1Cl | 115 | 6
Cc1ccc(CCNC(=O)C2CCN(S(=O)(=O)N3CCC4(CC3)OCCO4)CC2)cc1 | 105 | 2
COc1ccc(OC)c(/C=C/c2[nH]c(=O)[nH]c(=O)c2[N+](=O)[O-])c1 | / | 1
COC(=O)c1cccc(NC(=O)COc2c(C)cccc2C)c1 | / | -2
Cc1ccc(NS(=O)(=O)c2cc(C(=O)N3CCN(C)CC3)ccc2C)cc1 | 69 | 3
O=C(CSc1nc2ccccc2s1)Nc1nc2c(ccc3ccccc32)s1 | 65 | /
CCOc1c(N2CCCCC2)c(=O)c1=O | 88 | -11
COc1cc2ccccc2cc1C(=O)Nc1ccc(F)cc1 | 89 | /
O=C(c1cccs1)N1CCN(c2ccc([N+](=O)[O-])cc2F)CC1 | / | -19
CCOC(=O)CN1C(=O)CSc2ccccc21 | 99 | 4
O=C(Nc1cc(C(F)(F)F)ccc1Cl)C(O)(c1ccccc1)c1ccccc1 | / | -1
S=c1[nH]nc(-c2cccc(Br)c2)o1 | 98 | -3
CCCCCCn1c(CN2CCN(C)CC2)nc2c1c(=O)n(C)c(=O)n2C | 99 | 2
COc1cc(C(=O)O/N=C2\CCCc3c2ccc(OC)c3[N+](=O)[O-])cc(OC)c1OC | / | -6
Cn1c(=O)c2c(ncn2CC(=O)Nc2cc(Cl)c(Cl)cc2Cl)n(C)c1=O | 90 | -5
O=C(NCC1CCCO1)c1cccc(N2C(=O)C3CC=CCC3C2=O)c1 (configuration not stated) | 50 | /
Cc1ccc(C2C3C(=O)N(c4cccc(C)c4)C(=O)C3N3CCCN23)cc1 (configuration not stated) | / | 4
O=C(C1CCN(S(=O)(=O)c2cccc3cccnc23)CC1)N1CCn2c1nc1ccccc12 | 87 | 2
CC(C)c1ccc(/C=N\NC(=O)c2cc(C(C)(C)C)[nH]n2)cc1 | / | -15
CCc1nc(NC(C)C)c2oc3ccccc3c2n1 | / | 4
CC1(C)CC(=O)C(C=Nc2ccccc2C(=O)O)=C(O)C1 | 315 | 8

# As a short view, some entries already given:
compound | BAP1 block | HePTP inh
CCOc1c(N2CCCCC2)c(=O)c1=O | 88 | -11
COc1cc2ccccc2cc1C(=O)Nc1ccc(F)cc1 | 89 | /
O=C(c1cccs1)N1CCN(c2ccc([N+](=O)[O-])cc2F)CC1 | / | -19
CCOC(=O)CN1C(=O)CSc2ccccc21 | 99 | 4
O=C(Nc1cc(C(F)(F)F)ccc1Cl)C(O)(c1ccccc1)c1ccccc1 | / | -1
S=c1[nH]nc(-c2cccc(Br)c2)o1 | 98 | -3
CCCCCCn1c(CN2CCN(C)CC2)nc2c1c(=O)n(C)c(=O)n2C | 99 | 2
COc1cc(C(=O)O/N=C2\CCCc3c2ccc(OC)c3[N+](=O)[O-])cc(OC)c1OC | / | -6
Cn1c(=O)c2c(ncn2CC(=O)Nc2cc(Cl)c(Cl)cc2Cl)n(C)c1=O | 90 | -5
O=C(NCC1CCCO1)c1cccc(N2C(=O)C3CC=CCC3C2=O)c1 (configuration not stated) | 50 | /
Cc1ccc(C2C3C(=O)N(c4cccc(C)c4)C(=O)C3N3CCCN23)cc1 (configuration not stated) | / | 4
O=C(C1CCN(S(=O)(=O)c2cccc3cccnc23)CC1)N1CCn2c1nc1ccccc12 | 87 | 2
CC(C)c1ccc(/C=N\NC(=O)c2cc(C(C)(C)C)[nH]n2)cc1 | / | -15
CCc1nc(NC(C)C)c2oc3ccccc3c2n1 | / | 4
CC1(C)CC(=O)C(C=Nc2ccccc2C(=O)O)=C(O)C1 | 315 | 8

# New compounds follow.
compound | BAP1 block | HePTP inh
Cc1cccc(C)c1OCC(=O)N/N=C/c1ccccc1[N+](=O)[O-] | / | 0
CCC(=O)c1ccc(N2CCN(C(=O)c3ccccc3Br)CC2)c(F)c1 | / | -18
COCCCNC(=O)Cn1cc(C(=O)C2CC2)c2ccccc21 | 93 | 7
Cc1ccc(/C=c2\sc3nc(-c4cccs4)nn3c2=O)o1 | 58 | 7
O=C(Nc1nc(-c2ccccn2)cs1)c1ccc(Oc2ccccc2)cc1 | 102 | /
COc1ccc(C2/C(=C(\O)c3ccccc3)C(=O)C(=O)N2CCN(C)C)cc1OC (configuration not stated) | / | 14
O=C(c1cnn2c(C(F)(F)F)cc(-c3ccc(Br)cc3)nc12)N1CCOCC1 | 87 | 2
Oc1c(Cl)cc(Cl)cc1/C=N/N=C/c1cc(Cl)cc(Cl)c1O | / | 3
CC(=O)c1ccc(-c2ccc(C(C)=O)cc2)cc1 | / | 7
Cc1cc(=O)n2[nH]c(C)c(-c3ccccc3)c2n1 | 92 | 3&3
COc1cc(N/N=C/c2ccccc2O)ncn1 | / | -3
CC(=O)c1ccc(OCC(O)CN(C)Cc2cccs2)cc1 (configuration not stated) | 115 | 2
Cc1cc(NC(=O)c2ccccc2Br)no1 | / | 3
Cn1nnnc1SCSc1nnnn1C | 106 | 2
O=C1CC(c2ccncc2)c2cc3c(cc2N1)OCO3 (configuration not stated) | 115 | 3
CCOc1ccc(NC(=NS(=O)(=O)c2ccc(C)cc2)c2ccccc2)cc1 | 62 | /
Cc1cccn2c(=O)c(C=O)c(N3CCOCC3)nc12 | / | 11
O=c1oc2ccccc2c(N2CCN(c3ccccc3)CC2)c1[N+](=O)[O-] | 108 | /
C=CCn1c(=S)[nH]c2nc3c(cc2c1=O)COC(C)(C)C3 | / | -5
C=CCN1C(=O)/C(=C\c2cccc(OCc3ccccc3)c2)SC1=S | / | 8
COc1ccccc1OCC(=O)Nc1sc2c(c1C(N)=O)CCC(C)C2 (configuration not stated) | / | -1
O=C(Nc1ccc(I)cc1)C1CCCN1C(=O)Oc1ccccc1 (configuration not stated) | / | -9
COc1ccc(-c2n[nH]c(=S)o2)cc1 | / | 11&11
COc1cccc(NC(=O)C2C3C=CC4(O3)C2C(=O)N(C(C)C)C4C(=O)NC2CCCCC2C)c1 (configuration not stated) | 83 | 4
Cc1nc2nc(SCC(=O)NCc3ccco3)nn2c(C)c1Cc1ccccc1 | 101 | 0
Cc1ccc(C2Nc3ccccc3NC3=C2C(=O)CC(c2ccc(Cl)cc2)C3)cc1[N+](=O)[O-] (configuration not stated) | / | -2
OC1(c2ccc(Cl)cc2)CSC(=S)N1Cc1ccco1 (configuration not stated) | 83 | /
CCOc1ccccc1N1CCN(C(=O)c2ccccc2)CC1 | 67 | 2
COc1ccc(N(CC(=O)Nc2cccc(C(F)(F)F)c2)S(C)(=O)=O)c(OC)c1 | / | 1
O=c1c2c(nc3cc(-c4ccccc4Cl)[nH]n13)CCC2 | / | -6
CCn1c(SCC(=O)Nc2nc(C)cs2)nnc1C(NC(=O)c1ccccc1Cl)C(C)C (configuration not stated) | 119 | -1
NC(N)=N[C@@H](CCC(=O)O)C(=O)O | 97 | /
CC(=O)NC1(C(F)(F)F)C(=O)Nc2c1c(=O)[nH]c(=O)n2Cc1ccco1 (configuration not stated) | / | 5
O=C(CSc1nnc(-c2cnccn2)n1Cc1ccco1)c1ccc2ccccc2c1 | 69 | 7
Cc1cccc(-n2nnnc2SCc2csc(-c3ccccc3)n2)c1 | / | 6
COc1ccccc1/C=C1/C(=O)NC(=O)N(c2ccccc2OC)C1=O | / | 1
O=C(O)c1ccc(NC(=O)c2ccc3ccccc3n2)cc1 | / | 6
Cc1ccc(/C=N/NC(=O)C(=O)NC(C)(C)C)cc1 | / | 6
OC(COc1ccc(Br)cc1)CN1CCOCC1 (configuration not stated) | 111 | 8
CSCC[C@@H](Nc1nc(-c2ccccc2)nc2c1oc1ccccc12)C(=O)O | 95 | 15
COC(=O)C1=CNC=C(C(=O)OC)C1c1ccc(F)c(F)c1 | / | 9
O=C1/C(=C\c2c(Cl)cccc2Cl)SC(=S)N1c1ccc(F)cc1 | / | -12
Cc1c(Cl)cccc1Nc1ccccc1C(=O)O | 91 | 3
CCOC(=O)C1/C(=N\O)CC(C)(O)C(C(=O)OCC)C1c1ccc(N(C)C)cc1 (configuration not stated) | 152 | 3
CCOC(=O)CSc1nnc(CNc2ccccc2Cl)n1-c1ccccc1 | 100 | 2
COc1cccc(CNC(=O)c2ccc3nc[nH]c3c2)c1 | 115 | 8
O=C(Nc1ccc(Cl)c([N+](=O)[O-])c1)c1ccc(-c2ccccc2)cc1 | / | -21
O=C(Nc1nnc(-c2ccc(Cl)cc2Cl)s1)c1ccccc1Br | / | 1
c1cncc(CNc2nc(N3CCOCC3)nc(N3CCOCC3)n2)c1 | / | 6
O=c1c(F)cn(Cc2ccccc2)c(=O)n1Cc1ccccc1 | 178 | -3
Cc1ccc(S(=O)(=O)N2CCCC2C(=O)Nc2ccc(O)cc2)cc1 (configuration not stated) | 90 | 0
Cc1csc(NC(=O)C(Cc2ccccc2)n2cccc2)n1 (configuration not stated) | 106 | 7
COc1cccc(C(=O)Nc2cccc(C(=O)N3CCOCC3)c2)c1 | 96 | 6
Cc1cc(N2CCN(C3CCCC3)CC2)n2nc(C)c(-c3ccccc3)c2n1 | 67 | 6
N#C/C(=C\c1c[nH]c2ccccc12)c1nn(CCO)c(N)c1C#N | / | 2
O=c1nc2n3ccccc3ncc-2s1 | 171 | /

# (listing goes on)
compound | BAP1 block | HePTP inh
CCOC(=O)CSc1ccc2nnc(-c3cccnc3)n2n1 | 99 | -6
CCn1c(C(=O)NCc2ccccn2)cc2sccc21 | 83 | 0
CC(C)(C)c1ccc(-c2noc(CCC(N)=O)n2)cc1 | 93 | -2
Cc1cc(NC(=O)C2CCCC2)nc2c1c(=O)oc1ccccc12 | 74 | 6
COCCNC(=O)c1ccc([N+](=O)[O-])cc1 | / | 4
O=C(Nc1ccc(N2CCOCC2)cc1)c1cccc(S(=O)(=O)N2CCCC2)c1 | 102 | 12
C=CCN1C(=O)c2ccccc2Sc2ccc(C(=O)N3CCN(C)CC3)cc21 | 127 | -5
Nc1ncnc2c1nc(Sc1ccc(Cl)cc1)n2C1OC2COP(=O)(O)O[C@@H]2[C@@H]1O (some centres not stated) | 95 | /
CCn1c(SCC(=O)Nc2nccs2)nnc1-c1ccc(S(=O)(=O)N2CCCCC2)cc1 | 96 | 8
O=C(NCC1CCCO1)NC12CC3CC(CC(C3)C1)C2 (configuration not stated) | 95 | 4
C=CCn1c(=N)c(C(=O)OCC)cc2c(=O)n3cc(C)ccc3nc21 | / | -12
O=C1N=c2ccccc2=C1c1[nH]c(=S)[nH]c1O | / | -19
COC(=O)c1ccccc1NC(=O)Cn1cnc([N+](=O)[O-])n1 | / | 1
O=C(OCc1cc(Cl)ccc1OC(F)F)c1cc(S(=O)(=O)O)ccc1O | 89 | 7
O=C1CC(N(Cc2ccc3c(c2)OCO3)C(=S)Nc2ccccc2)C(=O)N1c1ccc(F)cc1 (configuration not stated) | / | 0
Cc1ccc(OCC(=O)N/N=C/c2c(C)[nH]n(-c3ccccc3)c2=O)cc1 | / | 2
